Screening results from PubChem.
TbPYK inhibitor = blocks Trypanosoma brucei pyruvate kinase | Q57TT1 | TbPYK enzyme, Kinase-Glo Plus ATP luminescence, 45 min | Potency, µM (series often up to 76.8 µM), for inactives: at the top dose activity, negative = inhibition, most hits filed as inhibitors | 410,000 tested, 0.12% active | AID 624173; active = well fitted inhibition curve with a large enough effect; inconclusive = small, poorly fitted or top-dose-only effect; also: nearly all actives have a fitted effect of over 50% in size
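Enzyme and substrate buffer are dispensed first and compound is pin-transferred. ADP at 130 uM final then starts the reaction, which runs 45 min at room temperature. Detection reagent is added for 10 min before luminescence is imaged.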
* hit, by the source's call; ? = inconclusive; [ ] = another dose, or the depositor's remark. % is scaled to controls: 0 for no effect and ±100 for the full control effect; potency is read from the fitted curve at half-maximal effect. The list is partial, so the mix of outcomes need not match the whole.

A first look:
SMILES	TbPYK inhibitor
CC(O)(c1ccc(F)c(F)c1)c1nc(-c2cc(F)cc(F)c2)cs1 (stereo not drawn)	3%
CCc1ccc(S(=O)(=O)N2CCN(c3ccc(Cl)c(Cl)c3)CC2)cc1	-7%

The whole of this part, previewed entries included:
SMILES	TbPYK inhibitor
CC(O)(c1ccc(F)c(F)c1)c1nc(-c2cc(F)cc(F)c2)cs1 (stereo not drawn)	3%
CCc1ccc(S(=O)(=O)N2CCN(c3ccc(Cl)c(Cl)c3)CC2)cc1	-7%
COc1ccc2c(c1)c1c(c(=O)n(-c3ccc(C)cc3)c(=O)n1CC(=O)N1CCCC1)n2C	-3%
COc1cc(-c2cc(C(=O)O)c3cc4ccccc4cc3n2)cc(OC)c1OC	-11%
COC(=O)c1cc2c(n(Cc3ccccc3)c1=O)CCCC2=O	-3%
Cc1cc(C)c2c(=O)cc(CSCC(=O)Nc3ccccc3Cl)[nH]c2c1	4%
CC(C)(O)c1ccccc1CC[C@@H](SCC1(CC(=O)O)CC1)c1cccc(/C=C/c2ccc3ccc(Cl)cc3n2)c1	-9%
O=C(CSc1ncc(CO)n1Cc1ccc(F)cc1)NCc1ccco1	1%
COc1cccc(NC(=O)CCC(=O)N2Cc3ccccc3Oc3ncccc32)c1	3%
Cc1ccc2c(c1)-c1cc(C)ccc1C2=O	-6%
CCCCc1nc2ccccc2n2c(-c3ccc(OC)cc3)c3c(=O)n(C)c(=O)n(C)c3c12	2%
CCc1cccc(NC(=O)CSc2nnc(-c3cc4occc4n3C)n2-c2ccccc2C)c1	-1%

Shown with bars between the fields: six of the compounds above.
Structure | TbPYK inhibitor
CCc1ccc(S(=O)(=O)N2CCN(c3ccc(Cl)c(Cl)c3)CC2)cc1 | -7%
COc1ccc2c(c1)c1c(c(=O)n(-c3ccc(C)cc3)c(=O)n1CC(=O)N1CCCC1)n2C | -3%
COc1cc(-c2cc(C(=O)O)c3cc4ccccc4cc3n2)cc(OC)c1OC | -11%
COC(=O)c1cc2c(n(Cc3ccccc3)c1=O)CCCC2=O | -3%
Cc1cc(C)c2c(=O)cc(CSCC(=O)Nc3ccccc3Cl)[nH]c2c1 | 4%
CC(C)(O)c1ccccc1CC[C@@H](SCC1(CC(=O)O)CC1)c1cccc(/C=C/c2ccc3ccc(Cl)cc3n2)c1 | -9%

Continued.
SMILES	TbPYK inhibitor
Cc1cccc(-c2nc(SCC(=O)Nc3cc(C)on3)c3c(=O)n(C)c(=O)n(C)c3n2)c1	1%
Cc1cccc(C)c1-n1ncc(C(=O)NCc2ccc3c(c2)OCO3)c1C1CCN(C(=O)OC(C)(C)C)CC1	1%
Cc1ccc(Cn2ccn(CC(=O)Nc3ccccc3C(F)(F)F)c(=O)c2=O)cc1	0%
CC(C)c1ccc(NC(=O)c2ccc(CN3CC(=O)N4CCCCC4C3=O)cc2)cc1 (stereo not drawn)	-11%
CCOc1ccccc1NC(=O)CSc1nc2c(oc3ccccc32)c(=O)n1-c1ccc(F)cc1	1%
C(=C\c1ccccc1)/CN1CCN(C(c2ccnc3ccccc23)c2nnnn2-c2ccc3c(c2)OCCO3)CC1 (stereo not drawn)	-4%
CC(C)N(Cc1nccn1C)C(=O)c1cc(COc2ccc(-n3cncn3)cc2)on1	7%
CN(C)c1nc(N)c(C(=O)N=C(N)N)nc1Cl	6%
COC(=O)c1sc(NC(=O)CSc2nc3nc(C)cc(C)n3n2)c(C(=O)OC)c1C	5%
COc1ccccc1CNc1nc(NCC2CC2)nc2ccsc12	2%
CC(C)Cn1cc(NC(=O)NCc2ccccc2Cl)c2ccccc2c1=O	1%
O=C(c1csnn1)N1CCC[C@@]2(CCN(Cc3ccccc3)C2)C1	1%
C[C@H]1CN([C@@H](C)CO)C(=O)c2cc(Br)cnc2O[C@H]1CN(C)C(=O)c1cnccn1	-1%
CC(=O)OC(=C(OC(C)=O)c1ccccc1)c1ccccc1	4%
COc1cccc(CN2CCN(C(=O)[C@H]3O[C@@H](n4cnc5c(N)ncnc54)[C@H](O)[C@@H]3O)CC2=O)c1	-6%
O=C(NC1CCCC1)c1cc(Nc2cccc(C(F)(F)F)c2)nc2ccccc12	1%
Cc1nc(SCC(=O)Nc2ccc(Br)cc2)[nH]c(=O)c1Cc1ccccc1	-11%
C[C@@H]1CN([C@@H](C)CO)C(=O)c2c(c3ccccc3n2C)-c2ccccc2CO[C@H]1CN(C)S(=O)(=O)c1ccc(C(F)(F)F)cc1	-7%
CC1=C(C(=O)N(C)C)CC(CC(=O)NCc2ccco2)C(=O)N1CCC1=CCCCC1 (stereo not drawn)	-1%
COc1cccc(NC(=O)CSc2nc3c([nH]c4ccccc43)c(=O)n2-c2ccccc2)c1	3%
COc1ccc(S(=O)(=O)NC(=O)C2(C)CCN2C(=O)C2(c3ccc(Cl)cc3)CCC2)cc1 (stereo not drawn)	-3%
CCCCN1C[C@H](CO)Oc2cccc(F)c2S1(=O)=O	-10%
CCCCc1ccc(NC(=O)Cn2cnc3c2c(=O)n(C)c(=O)n3C)cc1	0%
O=C(Cc1cccc(NC(=O)C2CCCN(C(=O)C3CC3)C2)c1)Nc1ccc(C(=O)N2CCOCC2)cc1 (stereo not drawn)	-4%
CN(C)CCN1CCN(C2CN(Cc3ccc(F)cc3)S(=O)(=O)C2)CC1 (stereo not drawn)	-7%
Cc1ccc(CNC(=O)C(=O)NCC(c2ccco2)S(=O)(=O)c2ccc(C)cc2)cc1 (stereo not drawn)	3%
COc1ccc(OC)c(CCNC(=O)c2c3c(nc4ccccc24)C(=O)N(C2CCCCC2)C3)c1	-2%
Cc1ccc(Cl)cc1NC(=O)CCn1c(=O)c2cccn2c2cccnc21	-2%
COc1ccc(C(=O)Nc2ccc(Nc3ccccc3)cc2)cc1Br	2%
COc1ccc(C2NC(=O)NC(C)=C2C(=O)Nc2cc(C)cc(C)c2)c(OC)c1 (stereo not drawn)	0%
CCCN(C)C[C@H]1OCc2cnnn2CCCC(=O)N([C@H](C)CO)C[C@@H]1C	-10%
COc1ccc([C@@H]2CC(=O)[C@@H]3CN(S(=O)(=O)c4ccc(C)cc4)[C@H](c4ccccc4)C[C@@H]3N2S(=O)(=O)c2ccccc2)cc1	3%
COc1ccc(S(=O)(=O)N2C[C@H]3CON(C)[C@H]3C[C@H]2c2cccc(Br)c2)cc1	-1%
CN(C)c1cc(-c2cccc(C(F)(F)F)c2)oc(=O)c1Cl	0%
CCOC(=O)c1cccc(NC(=O)c2cc3cc4ccc(C)cc4nc3o2)c1	7%
CC(NC(=O)C1CCN(S(=O)(=O)c2ccc3c(c2)oc(=O)n3C)CC1)c1ccccc1 (stereo not drawn)	-4%
COc1cc(C=CC(=O)c2ccccc2)cc(OC)c1OC	6%
O=C(NC(c1ccc(Cl)cc1)c1cnccn1)C1CCN(CCCc2ccccc2)CC1 (stereo not drawn)	4%
CN(NS(=O)(=O)c1ccc([N+](=O)[O-])cc1)c1ccccc1	-19%
Cc1cc(OCC(=O)Nc2ccc(C(=O)OC3CCCCC3)cc2)ccc1Cl	1%
CCn1c(CN2CCC(C)CC2)nc2cc(NC(=O)c3ccccc3[N+](=O)[O-])ccc21	-6%
c1ccc2c(-c3cc(NCc4ccncc4)n4nccc4n3)cccc2c1	-8%
COc1ccccc1NC(=O)c1sc2nc(N3CCOCC3)c3c(c2c1N)CC(C)(C)OC3	-1%
Cc1cc(C)c2c(=O)cc(CSCC(=O)Nc3nnc(C)s3)[nH]c2c1	2%
CCn1cc(/C=C(\NC(=O)c2ccc(OC)c(OC)c2)C(=O)NCCCn2ccnc2)c2ccccc21	1%
CCOC(=O)c1nc(Nc2ccc(C(=O)OC(C)C)cc2)c2ccccc2n1	-8%
CCCCN(C)C(=O)c1ccc(Nc2nc(C(N)Cc3ccccc3)cs2)nc1 (stereo not drawn)	-12%
Cc1ccc(Cn2cc(S(=O)(=O)c3cccc(Cl)c3)c(=O)c3cc(F)c(N4CCCCC4)cc32)cc1	3%
O=C(Nc1ccccc1)c1cccc(N2CCCS2(=O)=O)c1	-1%
CCOc1ccc(C(=O)Nc2ccc(-c3nc4cc(C(C)C)ccc4o3)cc2)cc1Cl	-4%
O=C(NN=Cc1ccc(O)cc1)C(=O)NN=Cc1ccc(O)cc1	0%
COc1ccc(-c2coc3c(C(=O)NCc4ccc(F)c(F)c4)cccc23)c(C)c1	-3%
O=C(CCS(=O)(=O)c1ccccc1)N(Cc1cccnc1)c1nc2c(F)cccc2s1	6%
CCCN(CCC)Cc1cc(=O)oc2cc(C)ccc12	4%
COc1cc(OC)cc(C(=O)NCCc2csc3nc(-c4ccccc4F)nn23)c1	3%
CC(C)(C)c1ccc(C(=O)N2CCC2(C)C(=O)NCc2ccc3c(c2)OCO3)cc1 (stereo not drawn)	-5%
COc1cc(OC)c(NC(=O)C(CC(C)C)N2Cc3ccccc3C2=O)cc1Cl (stereo not drawn)	-3%
O=C(NC(Sc1ccc(Cl)cc1)C(=O)O)c1ccccc1 (stereo not drawn)	-5%
C[C@H](CO)N1C[C@H](C)[C@H](CN(C)S(C)(=O)=O)OCc2cnnn2CCCC1=O	1%
O=C(Cc1ccc(NC(=O)C2CCCN(C(=O)c3ccccc3)C2)cc1)Nc1ccc(C(=O)N2CCOCC2)cc1 (stereo not drawn)	8%
(next part)
SMILES	TbPYK inhibitor
CC(=O)N1CCc2c(sc3c2c(=O)n(-c2ccccc2)c(=O)n3Cc2cccc(C(F)(F)F)c2)C1	4%
FC(F)(F)c1cc(CN2CCCC3(CCNCC3)C2)cc(C(F)(F)F)c1	0%
COC(=O)c1ccccc1NC(=O)CSc1nc2nc(C)cc(C)n2n1	2%
CN(C)Cc1cc(C(C)(C)c2ccccc2)ccc1O	2%
CCc1ccc(NC(=O)[C@H](Cc2ccccc2)N2Cc3ccccc3C2=O)cc1	-7%
Cc1nn(C)c2c1c(C(F)(F)F)cc(=O)n2C(C)C(=O)NCCc1ccc(Cl)cc1 (stereo not drawn)	-3%
CCc1ccc(CNC(=O)CSCc2cnn(-c3ccccc3)c2-n2cccc2)cc1	1%
CO[C@H](C(=O)N(C)C[C@@H]1OCc2ccccc2-c2c(n(C)c3ccccc23)C(=O)N([C@H](C)CO)C[C@@H]1C)c1ccccc1	0%
COC(=O)c1nc2n(n1)C(c1cccc(Cl)c1)C(C(=O)Nc1ccccc1OC)=C(C)N2 (stereo not drawn)	8%
Cc1cc(C)c(S(=O)(=O)Nc2ccc(C(=O)O)cc2)cc1S(=O)(=O)Nc1ccc(C(=O)O)cc1	-10%
COc1ccc([C@H]2C[C@@H](O)[C@H](n3cc(-c4ccc(F)cc4)nn3)CN2C(=O)C2CCCCC2)cc1	4%
COc1ccc(N2CCN(C(=O)Nc3ccc(Cl)cc3)CC2)cc1	0%
CC1(C(=O)Nc2cccc(Oc3ccccc3)c2)CCN1Cc1cccc2c1OCO2 (stereo not drawn)	2%
CCN(c1ccccc1)c1nnc(NC(=O)Nc2cccc(C(F)(F)F)c2)s1	-2%
O=C(Nc1ccc(Br)cc1)c1ccc(F)c(S(=O)(=O)N2CCc3ccccc32)c1	-3%
O=C(NCCCN1CCN(c2ccccc2F)CC1)c1cc2c(s1)-c1ccccc1OC2	4%
CC1CCCCC12NC(=O)N(CC(=O)NCc1cccs1)C2=O (stereo not drawn)	-5%
CCC(Sc1nnc(-c2ccc(OC)c(OC)c2)c(-c2ccc(OC)c(OC)c2)n1)C(=O)NC1CCCC1 (stereo not drawn)	4%
COc1ccc(CNC(=O)CCc2nc3cccnc3n2Cc2ccc(OC)cc2)cc1	-1%
CCCCn1nnnc1C(c1cccc(OC)c1OC)N1CCC2(CC1)C(=O)NCN2c1ccccc1 (stereo not drawn)	5%
CC1Cc2ccccc2N1C(=O)CSc1ccccn1 (stereo not drawn)	4%
O=C(NCc1ccccn1)[C@@H]1CCCN1C(=O)[C@@H]1CCCN1C(=O)c1cccs1	2%
COc1ccc(NC(=O)C2=CC(c3ccc4c(c3)OCO4)=NS(=O)(=O)N2C)cc1	-3%
Cc1nn(CCCC(=O)NCc2ccccc2)c(=O)c2cc3sccc3n12	-5%
Cc1ccc(S(=O)(=O)N2CCOCC2)cc1NC(=O)COC(=O)c1ccco1	-1%
CC(C)NC(=O)N1CC[C@@]2(CCCN(C(=O)c3cccc(F)c3)C2)C1	5%
CCC(C(=O)NC(C)(C)C)N(Cc1ccc(OC)cc1)C(=O)c1snc(C(N)=O)c1N (stereo not drawn)	4%
O=S(=O)(c1cccc(Cl)c1)n1c(/C=C/c2ccccc2Cl)nc2ccccc21	?
O=C(NCc1ccccc1)c1cccn1-c1nnc(N2CCCC2)s1	6%[15.4 µM]
Cc1cccc(Cn2cc(S(=O)(=O)c3ccccc3)c(=O)c3cc(F)c(N4CCOCC4)cc32)c1	-5%
CC1(C)C(=O)C=CC(=O)C(C)(C)C(=O)C=CC(=O)C(C)(C)C2=CC=C(O2)C(C)(C)C(=O)C=CC1=O	-13%
CCc1nn(CC(=O)Nc2cccc(C)c2C)c(=O)c2cc3sccc3n12	-3%
CS(=O)(=O)c1ccc(-c2cccc(NC(=O)c3ccc4c(c3)OCO4)c2)nn1	-14%

Among those listed so far, four contain an NH in an aromatic ring:
SMILES	TbPYK inhibitor
Cc1cc(C)c2c(=O)cc(CSCC(=O)Nc3ccccc3Cl)[nH]c2c1	4%
Cc1nc(SCC(=O)Nc2ccc(Br)cc2)[nH]c(=O)c1Cc1ccccc1	-11%
COc1cccc(NC(=O)CSc2nc3c([nH]c4ccccc43)c(=O)n2-c2ccccc2)c1	3%
Cc1cc(C)c2c(=O)cc(CSCC(=O)Nc3nnc(C)s3)[nH]c2c1	2%
